697 NFkB inh: inhibitors of the PMA/ionomycin-induced NF-kB reporter in 697 B cells; 697 B-cell NF-kB luciferase reporter, 16 h; inhibition, % at 4 µM; 330,000 tested, 0.33% active; AID 435022; in the data active = inhibition above about 35%
Jurkat NFkB inh: lowers PMA/ionomycin-induced NF-kB signal in Jurkat cells | PMA/ionomycin-induced NF-kB luciferase reporter, luminescence | inhibition, % at 4 µM | 330,000 tested, 0.53% active | AID 435003; in the data active = inhibition above about 50%
Mdm2 MdmX PPI: human Mdm2/MdmX binding inhibition | 330,000 tested, 3% active | SaOS-2 split-luciferase Mdm2/MdmX complementation, luminescence | inhibition, % at 8 µM | AID 485346;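 active = inhibition of at least 50% at 8 µM in the primary screen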
APJ agonist: APJ receptor agonism; CHO-K1 APJ PathHunter beta-arrestin, luminescence; 0% DMSO wells, 100% apelin; P35414; activation, % at 20 µM; 330,000 tested, 0.11% active;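 active = activation more than six SD over the plate average, tested at 20 µM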;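 note: 0% = DMSO alone and 100% = apelin-13 at 10 nM; some results filed as inactive read as strong as hits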
Target sequence (P35414 whole entry, looked up): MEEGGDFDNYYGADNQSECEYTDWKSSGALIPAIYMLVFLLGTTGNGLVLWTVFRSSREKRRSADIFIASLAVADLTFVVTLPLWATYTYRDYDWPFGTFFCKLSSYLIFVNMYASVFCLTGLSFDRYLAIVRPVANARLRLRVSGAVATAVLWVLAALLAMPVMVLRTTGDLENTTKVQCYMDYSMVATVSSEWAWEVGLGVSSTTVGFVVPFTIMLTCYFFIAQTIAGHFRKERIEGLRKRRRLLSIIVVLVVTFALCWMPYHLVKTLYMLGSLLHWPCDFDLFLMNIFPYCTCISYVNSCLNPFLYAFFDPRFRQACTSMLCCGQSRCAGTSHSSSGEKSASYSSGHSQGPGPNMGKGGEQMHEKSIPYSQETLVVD
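Assay system – PathHunter CHO-K1 APJ (AGTRL-1) beta-arrestin reporter cells · Compound – one dose, 20 µM compound, 1% DMSO · Timing – compound 90 min 25 °C, reagent 1 h · Measured by – luminescence from split beta-galactosidase complementation, Galacton Star/Emerald II substrate · Measure – beta-arrestin recruitment to APJ as agonist activity, luminescent signal · Benchmarks – DMSO vs Apelin-13 10 nM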
tim23-1 inh: growth inhibitors of tim23-1 mutant yeast; S. cerevisiae tim23-1 growth, BacTiter-Glo luminescence, 24 h; inhibition, % at 20 µM; 330,000 tested, 1.3% active;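 active = growth inhibition of the mutant yeast at or above 50%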;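 note: temperature-sensitive mutant grown at 25 °C; plate controls were DMSO-treated mutant yeast for no effect and medium wells lacking yeast for full effect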
UPR CHOP act: apoptotic UPR (CHOP) activation; CHO-CHOP luciferase reporter, luminescence; percent of tunicamycin response over DMSO baseline; 330,000 tested, 0.34% active; activation, % at 10 µM; AID 449763;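 active = at 10 µM dose, activation of 40% or more, normalized to positive control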;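 note: 100% = tunicamycin at 10 µg/mL and 0% = DMSO alone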
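Test system: CHO CHOP reporter cells. Input: 500 CHO-CHOP cells per well. Medium: F12 with 10% FBS. Technique: luciferase luminescence. Measure: percent activation relative to tunicamycin control. Dosing: 10 µM compound, 0.5% DMSO. Timing: 16-18 h cell attachment, then 6 h compound exposure, 37 °C.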
APJ antag: blocks the human apelin receptor APJ. CHO-K1 APJ beta-arrestin complementation, luminescence. inhibition, % at 20 µM. 330,000 tested, 0.32% active. AID 2521;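 active = inhibition above about 40% at 20 µM, limit read from the data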;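 note: cells challenged with 10 nM apelin-13 agonist together with compound; plate controls were apelin-13 plus DMSO wells for no effect and DMSO wells lacking apelin-13 for full effect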
XBP1 UPR activ: adaptive UPR (XBP1) activation; CHO-XBP1 luciferase reporter, IRE1-XBP1 UPR activation, luminescence; percent of tunicamycin response, DMSO as zero; activation, % at 20 µM; 330,000 tested, 0.33% active;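 active = versus positive control, 20 µM dose yields 30% or more activation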;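 note: 100% = tunicamycin at 10 µg/mL and 0% = DMSO only wells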
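assay system = CHO-XBP1 luciferase reporter cells | amount = 1000 cells/well | buffer or medium = F12 plus 10% FBS | compound dosing = single point, 20 µM final compound, 1% DMSO | incubation = 16-18 h cell attachment at 37 °C, then 6 h compound exposure | detection = Steady-Glo luminescence read | controls = tunicamycin 10 µg/mL and vehicle-only wells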
Active calls of the source: *.

SMILES | 697 NFkB inh | Jurkat NFkB inh | Mdm2 MdmX PPI | APJ agonist | tim23-1 inh | UPR CHOP act | APJ antag | XBP1 UPR activ
O=C(CN(C(=O)CNS(=O)(=O)c1ccc(F)cc1)c1ccccc1)NCc1ccco1 | 21 | -10 | -25 | 2 | 10 | 1.0 | 25 | -3
Cc1cccc(C(=O)N/N=C/c2ccc[nH]2)c1 | 11 | -2 | -12 | 0 | 5 | 7.7 | 0 | 1
CCOC(=O)C1CCCN(C(=O)c2ccc3nc(-c4ccccc4)c(-c4ccccc4)nc3c2)C1 (configuration not stated) | -22 | -11 | 14 | 9 | 27 | 1.0 | -4 | -1
CCOC(=O)c1cnn(-c2sc(C(=O)OCC)c(C)c2C(=O)OCC)c1N | 10 | 6 | 17 | -3 | 14 | 1.3 | 3 | 2
CC(=O)c1cc(OC(=O)N2CCOCC2)ccc1OC(=O)N1CCOCC1 | -4 | -10 | -16 | 3 | 13 | 1.9 | -13 | -2
Cc1ccc(NC(=O)NCc2ccc3c(c2)OCO3)cc1C | -8 | -33 | -36 | -4 | -2 | 5.0 | 10 | 2
C[C@@H]([C@@H](O)c1ccccc1)N(C)C(=O)C(N)Cc1ccccc1 (some centres not stated) | 23 | 0 | 35 | 2 | -16 | -2.2 | 6 | 0
N#CC1(C#N)C(C(=O)C23CC4CC(CC(C4)C2)C3)C12CCOCC2 (configuration not stated) | -18 | 3 | 21 | -3 | 45 | -2.0 | 2 | -1
Cc1ccc(-c2noc(CN(C(=O)c3cccc(Br)c3)C(C)C)n2)cc1 | 4 | 0 | 17 | -4 | 27 | 0.3 | 5 | -4
COc1ccc(-c2cc3nc(C)cc(NCCO)n3n2)cc1 | -6 | -18 | 19 | 3 | 16 | 4.3 | 11 | -1
O=C(NCc1ccc(Cl)cc1)C1CCN(S(=O)(=O)c2cc([N+](=O)[O-])ccc2Cl)CC1 | -23 | 3 | 0 | 2 | -36 | -2.4 | 7 | -2
C#CCOCCOCCOCCNc1nc(N2CCN(C(=O)[C@H](CCCCN)n3cc(C(N)CO)nn3)CC2)nc(N2CCN(C(=O)[C@H](CCCCN)n3cc(C(N)COC(=O)C(F)(F)F)nn3)CC2)n1 (some centres not stated) | -41 | -35 | -25 | 5 | 19 | 0.9 | -12 | 2
O=c1c2cc(-c3ccccc3)sc2nc2n1N=C(c1ccccc1)CS2 | -100 | -67 | -63 | 1 | -3 | 5.3 | 5 | 3
CC(=O)Cc1cc(=O)c2c(C)cc(O)c(C3OC(CO)C(O)C(O)C3O)c2o1 (configuration not stated) | 4 | -11 | -10 | 1 | -7 | 0.9 | -64 | 0
C=C(Cl)COC(=O)[C@H]1C2C=CC(C2)C1C(=O)O (some centres not stated) | 18 | 4 | -31 | 1 | 4 | -0.3 | 9 | -2
O=C(COc1ccc(Cl)cc1)Nc1ccc(NC(=O)c2ccco2)cc1 | -1 | 0 | -10 | 3 | -4 | 1.9 | -21 | -1
O=C(CCN1C(=O)c2ccc([N+](=O)[O-])cc2C1=O)Nc1nccs1 | 7 | -4 | 19 | -1 | -11 | 1.7 | 19 | -3
Cc1csc(NC(=O)CN(C)S(=O)(=O)c2cccc3cccnc23)n1 | -12 | -3 | 16 | -1 | 15 | -0.8 | 0 | -1
CCc1ccc2nc(Nc3nc(COC)cc(=O)[nH]3)nc(C)c2c1 | 42* | 9 | 12 | -1 | 26 | 0.3 | 13 | 8
O=C(O)c1cccnc1Sc1ccccc1 | -9 | 0 | 6 | -2 | -13 | 1.6 | 11 | -1

11 structures already listed, ordered by SMILES length, ascending.
SMILES | 697 NFkB inh | Jurkat NFkB inh | Mdm2 MdmX PPI | APJ agonist | tim23-1 inh | UPR CHOP act | APJ antag | XBP1 UPR activ
Cc1cccc(C(=O)N/N=C/c2ccc[nH]2)c1 | 11 | -2 | -12 | 0 | 5 | 7.7 | 0 | 1
CCc1ccc2nc(Nc3nc(COC)cc(=O)[nH]3)nc(C)c2c1 | 42* | 9 | 12 | -1 | 26 | 0.3 | 13 | 8
O=c1c2cc(-c3ccccc3)sc2nc2n1N=C(c1ccccc1)CS2 | -100 | -67 | -63 | 1 | -3 | 5.3 | 5 | 3
Cc1csc(NC(=O)CN(C)S(=O)(=O)c2cccc3cccnc23)n1 | -12 | -3 | 16 | -1 | 15 | -0.8 | 0 | -1
Cc1ccc(-c2noc(CN(C(=O)c3cccc(Br)c3)C(C)C)n2)cc1 | 4 | 0 | 17 | -4 | 27 | 0.3 | 5 | -4
O=C(CCN1C(=O)c2ccc([N+](=O)[O-])cc2C1=O)Nc1nccs1 | 7 | -4 | 19 | -1 | -11 | 1.7 | 19 | -3
CC(=O)Cc1cc(=O)c2c(C)cc(O)c(C3OC(CO)C(O)C(O)C3O)c2o1 (configuration not stated) | 4 | -11 | -10 | 1 | -7 | 0.9 | -64 | 0
O=C(CN(C(=O)CNS(=O)(=O)c1ccc(F)cc1)c1ccccc1)NCc1ccco1 | 21 | -10 | -25 | 2 | 10 | 1.0 | 25 | -3
CCOC(=O)C1CCCN(C(=O)c2ccc3nc(-c4ccccc4)c(-c4ccccc4)nc3c2)C1 (configuration not stated) | -22 | -11 | 14 | 9 | 27 | 1.0 | -4 | -1
O=C(NCc1ccc(Cl)cc1)C1CCN(S(=O)(=O)c2cc([N+](=O)[O-])ccc2Cl)CC1 | -23 | 3 | 0 | 2 | -36 | -2.4 | 7 | -2
C#CCOCCOCCOCCNc1nc(N2CCN(C(=O)[C@H](CCCCN)n3cc(C(N)CO)nn3)CC2)nc(N2CCN(C(=O)[C@H](CCCCN)n3cc(C(N)COC(=O)C(F)(F)F)nn3)CC2)n1 (some centres not stated) | -41 | -35 | -25 | 5 | 19 | 0.9 | -12 | 2

Following part.
SMILES | 697 NFkB inh | Jurkat NFkB inh | Mdm2 MdmX PPI | APJ agonist | tim23-1 inh | UPR CHOP act | APJ antag | XBP1 UPR activ
COc1ccc(Cl)cc1NC(=O)CN1CCCC1 | 6 | 7 | -7 | -3 | -3 | -0.5 | 2 | -4
Cc1ccc(OS(=O)(=O)c2ccc(N3C(=O)CCC3=O)cc2)cc1 | 2 | 7 | -7 | -2 | 22 | 1.8 | -2 | -3
O=C(NCC1CCCO1)c1cc(C(=O)c2ccc(Cl)cc2Cl)c[nH]1 (configuration not stated) | -6 | 12 | -11 | -1 | 4 | -0.5 | -4 | -2
O=C(c1ccc(Cl)c(S(=O)(=O)N2CCCC2)c1)N1CCN(c2ccccc2F)CC1 | -8 | -8 | 4 | -1 | 21 | -1.9 | 7 | -1
CC(=O)c1c(C)[nH]c(C(=O)Nc2cc(F)ccc2C)c1C | 4 | -4 | 15 | -4 | 10 | 1.4 | 6 | 1
NC(=O)c1ccc(C(F)(F)F)n(Cc2cccc(Cl)c2)c1=O | -13 | -1 | 13 | -4 | 7 | -0.5 | -20 | 1
COc1ccccc1NC(=O)Nc1ccnn1C1CCN(C(=O)c2ccccn2)CC1 | 6 | -1 | 7 | 3 | 9 | 0.1 | 8 | 0
COC(=O)c1ccc(NC(=O)COC(=O)C2CCC2)cc1 | -7 | -15 | 7 | -6 | -16 | -0.2 | -9 | 2
CCOC(=O)c1ccc(NC(=O)C2(c3ccc(OC)cc3)CCCC2)cc1 | 10 | 10 | 6 | -4 | 0 | -1.2 | 15 | -7
Cc1ccc(C(=O)N/C(=C\c2ccco2)C(=O)N2CCOCC2)cc1C | -10 | -27 | -1 | -4 | -7 | 0.8 | 19 | 0
CC(C)Cc1nnc(NC(=O)CCC(=O)N2CCN(S(=O)(=O)c3ccccc3)CC2)s1 | -34 | -5 | -4 | -2 | 4 | -1.4 | -7 | -1
COCCCNC(=O)c1cc2c(-c3cccc(OC)c3)nn(C)c2s1 | 14 | 7 | 14 | -3 | 18 | 1.1 | -5 | -2
O=C(Nc1ccc(Br)cc1F)C1CCN(c2nnc(-n3cccc3)s2)CC1 | -11 | -18 | -4 | -3 | 3 | 1.1 | 18 | -1
CSC(=S)N/N=C/c1ccc(Br)cc1 | -6 | -7 | 22 | -1 | -5 | 2.4 | 9 | -2
CN(C)S(=O)(=O)c1cccc(NC(=O)c2cccc(NS(=O)(=O)c3ccccc3)c2)c1 | -5 | 9 | -1 | 2 | -1 | -0.1 | 3 | -2
CN(C)c1ccc(/C=N/NC(=O)c2nnn(-c3nonc3N)c2CN(C)c2ccccc2)cc1 | -5 | -9 | 24 | -1 | -6 | 0.2 | -13 | 0
CCOc1ccccc1-c1nn2c(Cc3ccccc3)nnc2s1 | -1 | 16 | -33 | -6 | 35 | -0.5 | 9 | 5
ONC(=Nc1ccccc1Cl)c1c(F)cccc1F | -11 | 2 | 0 | 4 | 10 | -0.5 | 11 | -1
CC(=O)Nc1cccc(C(=O)/C=C/c2ccc(Br)cc2)c1 | 5 | 4 | 97* | 1 | 45 | 6.8 | 0 | 13
Cc1cc(C)c(C(=O)N(CCN(C)C)CC2CCCN(Cc3ccccc3F)C2)o1 (configuration not stated) | -31 | -6 | 26 | -3 | -12 | -0.1 | 5 | -5
CC(=O)Oc1ccc(C(=O)Nc2ccc(S(=O)(=O)N3CCOCC3)cc2)cc1 | 3 | 2 | 5 | -2 | 17 | 1.9 | 11 | -7
Cc1ccc2c(c1)NC(=O)C(CC(=O)NCCN(C)C)O2 (configuration not stated) | -2 | -16 | 4 | 0 | -3 | -2.2 | -2 | 4
O=S(=O)(c1cc(F)cc(F)c1)N1CCN(c2ncccn2)CC1 | -4 | -3 | 20 | 0 | 7 | -0.5 | 5 | 2
COc1ccc(NC2=CC(=O)CC(C)(C)C2)cc1 | 15 | 11 | -29 | 0 | 6 | -0.2 | -6 | -1
CCOc1ccccc1N(CC(=O)Nc1ccc(C)cc1)S(C)(=O)=O | 11 | 15 | 4 | 1 | 13 | 2.3 | 4 | 0
Cc1cc(=O)n(C)c(=O)n1CCCCOc1ccc([N+](=O)[O-])cc1 | -5 | 12 | 10 | -2 | 14 | 0.1 | 9 | -5
S=C(N=Nc1ccccc1)NNc1ccccc1 | -116 | -96 | -106 | -6 | 6 | 5.0 | 18 | -1
Cc1c(-c2ccc(O)cc2)nc2nc(-c3ccccc3)c(-c3ccccc3)nn12 | 15 | 1 | 20 | -3 | 23 | -0.1 | 6 | 5
O=C(O)CCN1C(=O)c2ccc(NC(=O)C(c3ccccc3)c3ccccc3)cc2C1=O | 26 | 5 | -5 | -1 | 13 | 1.8 | -6 | 0
COc1ccc(NC(=O)Nc2cccnc2)cc1 | 10 | -20 | 8 | -1 | -8 | 1.3 | 6 | -1
CCn1c(=O)c2c(n3c(=S)[nH]nc13)-c1ccccc1CC21CCCCC1 | -1 | -2 | 15 | 0 | 28 | 1.0 | -5 | -1
O=S(=O)(Nc1ccc(Nc2ccccc2)cc1)c1ccc(F)cc1 | -10 | 1 | -3 | -1 | 23 | 1.3 | -32 | -1
COC(=O)CNC(=O)c1cc(-c2ccncc2)nc2ccc(C)cc12 | 2 | 16 | 7 | -1 | 8 | -0.1 | 5 | -3
COc1ccc(C(=O)OCC(=O)Nc2ccc(F)c(F)c2)cc1OC | 15 | -3 | 9 | -6 | 4 | -1.4 | 4 | -2
CC1CCC2(CC1)NC(=O)c1ccccc1O2 (configuration not stated) | -1 | 15 | 20 | -3 | 12 | 0.1 | 14 | -3
COc1ccc(CCC(=O)OCC(=O)Nc2sccc2C(N)=O)cc1 | 17 | 0 | 9 | -1 | 13 | 0.3 | 11 | 1

Bioassay records (PubChem BioAssay)

Random draw from the library. Share with any hit: about 5%.
